phage Ecoli inh – E. coli growth loss with phage present; growth absorbance; inhibition, % at 11.9 µM; 360,000 tested, 0.26% active; AID 651602; in the data active = inhibition above about 11%
* = called active by the depositor.

CCNC(=O)C1(C)CCCN(C(=O)c2ccc3sccc3c2)C1 (centres undefined) was read as phage Ecoli inh 2.1.
For CCn1ncc2c(=O)c(C(=O)c3ccccc3)c[nH]c21 the results were phage Ecoli inh 2.9.
For CC1(c2nnnn2Cc2ccccc2)CCC(=O)N1CC(F)(F)F (centres undefined) the results were phage Ecoli inh 0.4.
For CN(c1cccnc1)c1ccc(NC(=O)Cc2c[nH]c3ccccc23)cc1Br the results were phage Ecoli inh 0.9.
`Cc1cccc(NC(=O)c2nc[nH]c2C(=O)N(C)CCO)c1` gave phage Ecoli inh -1.2.
For CC(C)c1ccc(CN2CCC2(C)C(=O)Nc2ccc3c(c2)OCO3)cc1 (centres undefined) the results were phage Ecoli inh 0.6.
For COCCNc1nc(Oc2cccc(NC(C)=O)c2)c2sccc2n1 the results were phage Ecoli inh 0.3.
O=C(NCc1ccccc1Cl)[C@H]1CCCN1C(=O)[C@H]1CCCN1C(=O)c1cccs1 was read as phage Ecoli inh 0.5.
Screening O=C(N[C@H](C(=O)N1CCC[C@H]1C(=O)NCc1ccccc1)C1CCCCC1)c1ccccc1 returned phage Ecoli inh 1.7.
`Cc1cccc(C)c1NC(=O)C1(C)CN(S(C)(=O)=O)CC(=O)N1Cc1ccco1` (centres undefined) gave phage Ecoli inh 2.9.
Screening CNc1cncc(-c2ccc(OC)c(OC)c2)n1 returned phage Ecoli inh 1.8.
`O=C(N[C@H]1CC[C@H](CC(=O)N2CCCCC2)O[C@@H]1CO)c1cccc(F)c1` gave phage Ecoli inh 2.6.
NC(c1ccccc1)c1csc(Nc2ccc(C(=O)c3ccccc3)cc2)n1 (centres undefined) was read as phage Ecoli inh 2.5.
For Cc1ccccc1S(=O)(=O)NC(=O)C1(C)CCN1C(=O)Cc1ccc(Cl)cc1Cl (centres undefined) the results were phage Ecoli inh 0.5.
Screening CCOC(=O)C1=CCC(c2ccccc2)N(S(=O)(=O)c2ccccc2)C1 (centres undefined) returned phage Ecoli inh -0.7.

Copied from the results shown, 5 compounds:
CCNC(=O)C1(C)CCCN(C(=O)c2ccc3sccc3c2)C1 (centres undefined) was read as phage Ecoli inh 2.1.
For CCn1ncc2c(=O)c(C(=O)c3ccccc3)c[nH]c21 the results were phage Ecoli inh 2.9.
For CC1(c2nnnn2Cc2ccccc2)CCC(=O)N1CC(F)(F)F (centres undefined) the results were phage Ecoli inh 0.4.
For CN(c1cccnc1)c1ccc(NC(=O)Cc2c[nH]c3ccccc23)cc1Br the results were phage Ecoli inh 0.9.
`Cc1cccc(NC(=O)c2nc[nH]c2C(=O)N(C)CCO)c1` gave phage Ecoli inh -1.2.

(next part)
For C[C@@H](NC(=O)[C@H]1O[C@@H](n2cnc3c(N)ncnc32)[C@H](O)[C@@H]1O)c1cccc2ccccc12 the results were phage Ecoli inh 2.0.
For COc1ccc(NC(=O)c2ccc3nc(C)c(N(C)C(=O)CCc4ccccc4)n3c2)cc1OC the results were phage Ecoli inh 1.7.
Screening CC(C)C(C(=O)NCc1ccccc1)N1CCN(C(=O)C2CCCO2)CC1 (centres undefined) returned phage Ecoli inh 1.6.
`Cc1ccc(CN2CCC=CS2(=O)=O)cc1` gave phage Ecoli inh 2.1.
Screening CC1(C(=O)NCc2cccc3ccccc23)CCN1Cc1ccccc1OC(F)F (centres undefined) returned phage Ecoli inh 1.0.
COC(=O)[C@@]12C[C@@H](CC(=O)N3CCCC3)C(=O)N(Cc3ccc4c(c3)OCO4)C1=CCC(C)(C)C2 was read as phage Ecoli inh 2.9.
Screening COc1cc(NC(=O)C2(C)CCCN2C(=O)C(C)C)cc(OC)c1OC (centres undefined) returned phage Ecoli inh 2.1.
For C(=C\c1ccccc1)/CN1CCN(C(CCc2ccccc2)c2nnnn2-c2ccc3c(c2)OCCO3)CC1 (centres undefined) the results were phage Ecoli inh 6.1.
Screening CCCCNC(=O)C(NC(=O)c1cccc(C(F)(F)F)c1)C(=O)c1ccccc1 (centres undefined) returned phage Ecoli inh 4.7.
Cc1cc(F)ccc1-c1cc(C(=O)NCc2ccccc2)[nH]n1 was read as phage Ecoli inh 3.0.
Screening Fc1ccc(-c2nc3c4ccccc4ccn3c2CC2CCCCC2)cc1 returned phage Ecoli inh 1.4.
For CCOC(=O)[C@]12CCCC=C1N(Cc1ccccc1)C(=O)[C@H](CC(=O)N1CCCC1)C2 the results were phage Ecoli inh 1.2.
CC(=O)C1=C(C)N(CC(C)C)C(=S)NC1c1cccc(Cl)c1 (centres undefined) was read as phage Ecoli inh 0.5.
Screening COc1ccc(Nc2nc3cc(-c4sccc4C)sc3c(=O)n2C)cc1OC returned phage Ecoli inh 1.1.
For Cc1ccccc1S(=O)(=O)N(C)C[C@H]1OCc2cn(nn2)CCCC(=O)N([C@H](C)CO)C[C@@H]1C the results were phage Ecoli inh 2.8.
CCCCN(C=O)c1c(CC)nc2c(OCC3CCCCC3)cccn12 was read as phage Ecoli inh 1.6.
CCOC(=O)[C@]12CCC=C1N(Cc1ccco1)C(=O)[C@H](CC(=O)NCc1cccc(C(F)(F)F)c1)C2 was read as phage Ecoli inh -0.1.
`FC(F)(F)c1ccc(-c2nc3ccccc3s2)cc1` gave phage Ecoli inh 3.6.
For CCc1nc2ccc(C(=O)NCCN3CCNC3=O)cn2c1N(CC)Cc1cccc(Br)c1 the results were phage Ecoli inh 1.4.
For C=C1[C@@H](CCO)N(S(=O)C(C)(C)C)C[C@@H]1C (some centres undefined) the results were phage Ecoli inh 1.8.
For O=C1NC[C@@H](CCCCN2C[C@H](Cc3ccc(O)cc3)N(CCc3ccc(O)cc3)C(=O)C2=O)N(CCc2ccc(O)cc2)C1=O the results were phage Ecoli inh 2.6.
`c1ccc2c(-c3cnc4cccnn34)cncc2c1` gave phage Ecoli inh 2.3.
Screening CC(CN1CCCCC1)NC(=O)c1scnc1-c1ccccc1 (centres undefined) returned phage Ecoli inh 3.2.
For CSc1ccc(OC2(C)CCN(Cc3ccc(OC(C)C)cc3)C2)cc1 (centres undefined) the results were phage Ecoli inh 2.2.
For CSc1ccc(CN2C(=O)C(C)Sc3ccc(C(C)=O)cc32)cc1 (centres undefined) the results were phage Ecoli inh 2.4.
For CNc1ncnc2c1ncn2[C@H]1CN(CCN2CCOCC2)C[C@@H](CO)O1 the results were phage Ecoli inh 1.6.
`CCc1nc2c(OCc3cc(Cl)cc(Cl)c3)cccn2c1N(C)C(=O)c1ccc(C)cc1` gave phage Ecoli inh 0.9.
CC(C(=O)NC(C)(C)C)n1c(C(c2ccccc2)c2ccccc2)nc2ccccc21 (centres undefined) was read as phage Ecoli inh 2.1.
For Cc1cc2nc(-c3ccco3)c(Cc3cccc(Cl)c3)n2c(C)c1Br the results were phage Ecoli inh 1.4.
For O=C(O)CN=C(Nc1cc(Cl)cc(Cl)c1)NC(c1ccccc1)c1ccccc1 the results were phage Ecoli inh 1.8.
For CCCNC(=O)C1(C)CCCN(CC(=O)c2ccc3c(c2)OCCO3)C1 (centres undefined) the results were phage Ecoli inh 2.1.
COC(=O)[C@]12C[C@H](CC(=O)NCC3CCCCC3)C(=O)N(CCC3=CCCCC3)C1=C[C@H](COCc1ccccc1)O[C@@H]2C was read as phage Ecoli inh 4.1.
Screening COc1cccc([C@@H](NC(=O)C(F)(F)F)[C@@H]2CCCC=C2c2ccccc2)c1 returned phage Ecoli inh 2.6.
CCOC1=C2[C@@H](CN(S(=O)(=O)c3ccc(C)cc3)[C@H]2c2ccccc2F)[C@H]2C(=O)N(CC)C(=O)[C@H]2C1 was read as phage Ecoli inh 1.5.
For CC1(C(=O)NS(=O)(=O)c2ccc(C#N)cc2)CCN1C(=O)CCC1CCCC1 (centres undefined) the results were phage Ecoli inh 1.8.
Screening COC(=O)[C@]12C[C@H](CC(=O)NCCCCc3ccccc3)C(=O)N(CCC3=CCCCC3)C1=C[C@H](C(C)(C)C)O[C@@H]2C returned phage Ecoli inh 1.9.
OC[C@@H]1CN(Cc2ccccc2)C[C@H](n2cnc3c(N4CCN(c5ccccc5)CC4)ncnc32)O1 was read as phage Ecoli inh -0.9.
`CC(C(=O)NC(C)(C)C)n1c(-c2ccccc2)nc2ccccc21` (centres undefined) gave phage Ecoli inh 1.9.
COc1ccc(C2OC(CCc3ccccc3)CC3=C2C(=O)OC(C)(C)O3)cc1 (centres undefined) was read as phage Ecoli inh 0.4.
`Cc1ccc(F)cc1C(=O)N1CCCC(c2cc(C(=O)NCc3ccc(F)cc3)no2)C1` (centres undefined) gave phage Ecoli inh -0.6.
COc1cccc(C(O)c2ncc(-c3ccc(C(F)(F)F)cc3)[nH]2)c1 (centres undefined) was read as phage Ecoli inh 6.4.
`C[C@@H](c1ccccc1)N1C[C@H](COCc2ccccc2)Oc2cc(N3CC[C@H](N(C)C)C3)ccc2S1(=O)=O` gave phage Ecoli inh 3.0.
C[C@@H]1ON(C)[C@H]2C[C@H]3c4cc(N5CCCCC5)ccc4CCN3C[C@@H]12 was read as phage Ecoli inh 3.8.
For CCCCn1nnnc1C(c1cc2ccccc2o1)N1CCCN(C(=O)OC(C)(C)C)CC1 (centres undefined) the results were phage Ecoli inh 3.7.
Nc1nc2c(ncn2[C@@H]2O[C@H](CNC(=O)[C@H](N)C3CCCCC3)[C@@H](O)[C@H]2O)c(=O)[nH]1 was read as phage Ecoli inh 2.6.
For CC(=O)NC(c1cccc(F)c1)c1nc(-c2ccoc2)cs1 (centres undefined) the results were phage Ecoli inh 3.6.
For Clc1ccc(-c2cc3nc(NCc4cccc(Cl)c4)ccn3n2)cc1 the results were phage Ecoli inh 2.4.
Cc1ccc(S(=O)(=O)N2C[C@H]3C(=O)C[C@@H](c4ccccc4C)N(S(=O)(=O)c4ccc(C)cc4)[C@H]3C[C@H]2c2ccccc2)cc1 was read as phage Ecoli inh 2.3.
Screening COc1cncc(-c2cnc3sc(NCCc4ccccn4)nn23)c1 returned phage Ecoli inh 0.6.
For CSc1ccc(-c2cc3c(c4c2ccn4C)C2CCC3O2)cc1 (centres undefined) the results were phage Ecoli inh 2.3.
`CC(C)(C)OC(=O)N[C@@H]1C=CC(=O)C1` gave phage Ecoli inh 1.0.
Screening COc1ccc(CCC(=O)N2c3ccccc3N=C(c3ccc(C(F)(F)F)cc3)C2C(=O)NC2CCCC2)cc1 (centres undefined) returned phage Ecoli inh 6.0.
For CC1(C(=O)Nc2ccc3c(c2)OCO3)CCN1C(=O)C1CCCCC1 (centres undefined) the results were phage Ecoli inh 1.4.
O=C(NC(c1ccc(Cl)cc1)c1cnccn1)C1CCN(Cc2ccc(Oc3ccccc3)cc2)CC1 (centres undefined) was read as phage Ecoli inh 1.4.
`OCCCNc1ncnc2c1ncn2[C@H]1CN(Cc2ccco2)C[C@@H](CO)O1` gave phage Ecoli inh 3.4.
C[C@@H]1CN(c2ccc(N3CCN(C(=O)OC(C)(C)C)C[C@@H]3C)cc2C#N)CCN1Cc1ccccc1 was read as phage Ecoli inh 7.9.
Screening CCOC(=O)[C@]12CCCC=C1N(CCC1=CCCCC1)C(=O)[C@H](CC(=O)N1CCOCC1)C2 returned phage Ecoli inh 2.7.
Screening CC1(Cc2cccc(F)c2)C(=O)Nc2ccc(OC(F)(F)F)cc21 (centres undefined) returned phage Ecoli inh 4.6.
CC(C)(C)N1C(=O)c2ccccc2NC(=O)C1C(=O)NCCc1ccccc1F (centres undefined) was read as phage Ecoli inh -2.2.
CCOC(=O)C1=CCC2C(=O)N(Cc3ccccc3)C(=O)C12 (centres undefined) was read as phage Ecoli inh 2.4.

Retrieved one by one from the entries so far:
`OCCCNc1ncnc2c1ncn2[C@H]1CN(Cc2ccco2)C[C@@H](CO)O1` gave phage Ecoli inh 3.4.
O=C(NC(c1ccc(Cl)cc1)c1cnccn1)C1CCN(Cc2ccc(Oc3ccccc3)cc2)CC1 (centres undefined) was read as phage Ecoli inh 1.4.
For Clc1ccc(-c2cc3nc(NCc4cccc(Cl)c4)ccn3n2)cc1 the results were phage Ecoli inh 2.4.
For CC(=O)NC(c1cccc(F)c1)c1nc(-c2ccoc2)cs1 (centres undefined) the results were phage Ecoli inh 3.6.

(cont.)
CC1=C(C(=O)N(C(C)C)C(C)C)CC(CC(=O)NCc2cccs2)C(=O)N1CCCN1CCCC1=O (centres undefined) was read as phage Ecoli inh 1.8.
`O=C(Nc1ccc2c(c1)OCCO2)C(c1ccccc1F)n1c(=O)c(-c2ccco2)nc2ccccc21` (centres undefined) gave phage Ecoli inh 2.2.
Screening COc1cccc(C(NC(C)=O)c2nc(-c3cccc(C(C)C)c3)cs2)c1 (centres undefined) returned phage Ecoli inh 2.9.
For CCCCCCCCC(c1nc2cc(C)c(C)cc2[nH]1)n1c(=O)c(-c2ccccc2Br)nc2ccccc21 (centres undefined) the results were phage Ecoli inh 1.2.
For CCc1nc2c(OCc3ccc(OC(F)F)cc3)cccn2c1N(C)C(=O)c1ccc(OC)cc1 the results were phage Ecoli inh 3.6.
Screening CCOC(=O)C1(C)CCCN(C(=O)c2ccc(-c3ccccc3)cc2)C1 (centres undefined) returned phage Ecoli inh 2.7.
For CC(C)CCNC(=O)[C@@H](Cc1ccccc1)NC(=O)[C@H]1O[C@@H](n2ccc(=O)[nH]c2=O)[C@H](O)[C@@H]1O the results were phage Ecoli inh 1.2.
CC(C)C(C(=O)NC1CCCC1)N1CCN(c2ncccc2C#N)CC1 (centres undefined) was read as phage Ecoli inh 2.2.
`CC(C)CCNC(=O)c1[nH]c(C(F)(F)F)nc1-c1ccccc1` gave phage Ecoli inh -0.2.
Screening COc1cc(-c2cc(NC=O)c3ncc(-c4cccc(C(F)(F)F)c4)n3c2)cc(OC)c1OC returned phage Ecoli inh 5.7.
O=C(NCc1ccccc1)C(c1ccc(F)cc1)N1CCN(c2ccccc2F)CC1 (centres undefined) was read as phage Ecoli inh 3.0.

Not all compounds are listed, so the mix of outcomes need not match the whole.
